# From PubChem
# KCC2 mod – KCC2 cotransporter modulators, thallium flux, primary screen, cell-based, HEK293 KCC2, FluoZin-2 fluorescence, MLSMR | KCC2 cells, thallium flux FluoZin-2 fluorescence | B-score of Tl+ flux slope (higher = more flux/activation; lower = inhibition) at 10 µM | 190,000 compounds, 2.2% hits;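 active = thallium flux slope and its plate-corrected score both differing from the plate sample mean at a set confidence after two filtering rounds, in either direction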;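 note: slope of fluorescence scaled to starting intensity during 10 to 20 s after thallium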
# Rad51 HR inh – human RAD51 strand exchange inhibitors, primary screen, biochemical, fluorescence; DNA repair protein RAD51 homolog 1 (Homo sapiens), Q06609; hRad51 DNA strand exchange, fluorescence dequenching; inhibition, % at 10 µM; 200,000 compounds, 0.085% hits;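 active = inhibition above 40% at the single screening dose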;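 note: 0% = DMSO control wells and 100% = blanks with heterologous ssDNA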
# Target sequence (Q06609 whole entry, looked up): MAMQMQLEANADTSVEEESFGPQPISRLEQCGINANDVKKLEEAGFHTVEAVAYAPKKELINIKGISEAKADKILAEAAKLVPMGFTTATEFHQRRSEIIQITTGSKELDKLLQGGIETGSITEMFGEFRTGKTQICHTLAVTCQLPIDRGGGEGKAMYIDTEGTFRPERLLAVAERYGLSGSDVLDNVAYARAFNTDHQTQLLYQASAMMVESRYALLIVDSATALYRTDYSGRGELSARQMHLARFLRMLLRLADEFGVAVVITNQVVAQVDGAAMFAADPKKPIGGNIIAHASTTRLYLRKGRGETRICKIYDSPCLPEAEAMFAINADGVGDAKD
#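 Test system: preformed human Rad51 ssDNA filaments; also added: Donor/quencher-labelled 47-bp dsDNA substrate; doses: 10 µM final, single point; times: 37 °C 15-min filament assembly, 30-min compound preincubation, 15-min exchange; detection: FRET fluorescence dequenching, excitation 485 nm, emission 520 nm; read-out basis: Fluorescence-based percent inhibition, control- and blank-normalised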
# m-calpain inh – inhibitors of pig calpain II, primary screen, biochemical, fluorogenic peptide substrate, 1536-well. inhibition, % at 16 µM. purified calpain II, 30 min. 220,000 compounds, 0.37% hits;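 active = inhibition above about 50%, limit read from the data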
# eIF4E-4G inh – eIF4E–eIF4G protein interaction inhibitors, primary screen, biochemical, uHTS, TR-FRET, eIF4GI fragment | inhibition, % at 21.7 µM | Eukaryotic translation initiation factor 4E (Mus musculus) + Eukaryotic translation … | 220,000 compounds, 0.37% hits | TR-FRET eIF4E-eIF4GI(517-606) binding, 2 h;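 active = inhibition above about 30%, limit read from the data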;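 note: 0% = full FRET control wells and 100% = background wells lacking eIF4GI fragment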
# PERK inhibitor – block of dimerizer-induced PERK translation repression, primary screen, PERK inhibitor project, CHO PERK-DD cells, SEAP luminescence, HTS. Eukaryotic translation initiation factor 2-alpha kinase 3 (Homo sapiens), Q9NZJ5. CHO PERK-DD fusion, SEAP luminescence translation reporter. inhibition, % at 5.6 µM. 220,000 compounds, 0.17% hits;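 active = inhibition above the mean inhibition of all tested compounds plus 3 SD, set separately per screening campaign, cut at about 2.9% in these data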;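 note: PERK kinase domain activated by AP20187 dimerizer at 100 nM; 0% = DMSO with dimerizer and 100% = rapamycin at 8.4 µM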
# L929 necroptosis – inhibitors of zVAD-triggered necroptosis, primary screen, L929 cells. L929 zVAD necroptosis rescue, ATP luminescence, 24 h; with zVAD 60 µM. 220,000 compounds, 0.38% hits. AID 1377, 2008. viability rescue, % at 10 µM;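 active = activation, scaled between plate controls, above about 75%, limit read from the data; inactive = activation under that limit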;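 note: 0% = zVAD with DMSO and 100% = DMSO alone without zVAD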
# MDM2 E3 inh – MDM2-luciferase reporter signal enhancers, primary screen, MDM2 E3 ligase inhibitor project, cell-based, luminescence, 1536-well. cell-based MDM2 ubiquitination luciferase reporter, 2 h; 0 = plate control, 100 = twice control, blank-subtracted. 210,000 compounds, 0.11% hits. AID 1230, 2008. E3 ubiquitin-protein ligase Mdm2 (Homo sapiens), Q00987. signal enhancement, % at 5 µM;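 active = signal enhancement of 30% or more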;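 note: luminescence tracks abundance of the self-degrading MDM2-luciferase fusion protein; higher signal means inhibition of MDM2 E3 ligase activity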
# Target sequence (Q00987 whole entry, looked up, the tested form may be a part): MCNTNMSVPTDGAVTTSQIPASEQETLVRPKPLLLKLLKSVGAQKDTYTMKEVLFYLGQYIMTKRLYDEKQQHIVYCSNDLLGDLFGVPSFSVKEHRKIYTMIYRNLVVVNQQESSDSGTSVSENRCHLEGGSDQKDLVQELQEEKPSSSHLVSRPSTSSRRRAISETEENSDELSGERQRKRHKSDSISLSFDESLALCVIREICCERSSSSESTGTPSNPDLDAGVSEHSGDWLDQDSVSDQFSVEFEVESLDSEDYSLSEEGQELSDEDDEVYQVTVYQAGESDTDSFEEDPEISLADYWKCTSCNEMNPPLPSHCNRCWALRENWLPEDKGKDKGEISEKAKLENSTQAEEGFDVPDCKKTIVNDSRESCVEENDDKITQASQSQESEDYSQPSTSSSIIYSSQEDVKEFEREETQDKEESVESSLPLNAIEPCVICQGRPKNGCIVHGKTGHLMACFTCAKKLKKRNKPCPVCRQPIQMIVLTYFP
#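 test system = mammalian cells stably expressing self-ubiquitinating, self-degrading MDM2 E3–luciferase fusion | quantity = 2000 cells/well | incubation = cell settling 4 h, compound treatment 2 h, both 37 °C | signal = luminescence with SteadyLite reagent, 15 min at room temperature | evaluation = % enhancement relative to plate controls after blank subtraction | benchmarks = plate controls and plate blanks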
# TNF death inh – inhibitors of TNF-alpha triggered necroptosis, primary screen, cell-based, Jurkat FADD-/-, single concentration; Jurkat FADD-/- TNF necroptosis rescue, ATP luminescence, 24 h; 0 = TNF only, 100 = no-TNF cells; activation (protection from cell death), % at 10 µM; 220,000 compounds, 0.068% hits; AID 463075, 2010;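 active = activation, meaning protection from cell death, of at least 50% relative to plate controls; inactive = activation below 50%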;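 note: necroptosis triggered by 40 ng/mL TNF-alpha added together with compound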
# EBV gp42 inh – Epstein-Barr virus gp42 inhibitors, primary screen, biochemical, uHTS, fluorescence polarization. Fluorescence polarization binding assay, mP read-out. Glycoprotein 42 (Epstein-Barr virus (strain AG876)), Q1HVG2. inhibition, % (tested at 21.74 µM). 220,000 compounds, 0.42% hits; in the data active = inhibition above about 50%
# Target sequence (Q1HVG2 whole entry, looked up): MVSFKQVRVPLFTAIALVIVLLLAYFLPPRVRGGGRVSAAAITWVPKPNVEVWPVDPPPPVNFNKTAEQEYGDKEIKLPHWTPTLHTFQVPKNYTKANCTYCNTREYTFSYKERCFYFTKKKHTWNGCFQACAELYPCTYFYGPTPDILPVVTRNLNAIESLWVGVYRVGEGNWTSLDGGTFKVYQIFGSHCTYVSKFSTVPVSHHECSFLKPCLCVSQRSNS
# The depositor's hits bear a star; . = no result given; [ ] = another dose, or the depositor's remark.
SMILES,KCC2 mod,Rad51 HR inh,m-calpain inh,eIF4E-4G inh,PERK inhibitor,L929 necroptosis,MDM2 E3 inh,TNF death inh,EBV gp42 inh
COc1ccc(NC(=O)Nc2ccc(C(C)C)cc2)cc1,.,12,8,-13,0.2,4.4,.,2.3,-2
Cc1c(-c2ccccc2)oc2c(C(=O)OCC(=O)Nc3ccc(C(N)=O)cc3)cccc2c1=O,-5*,-2,18,-5,0.6,0.7,-7,1.2,-33
CC(C)(C)c1cc(C(=O)NCCN2CCCC2)cc(C(C)(C)C)c1,0.023,.,9,1,0.7,4.7,-12,2.1,-9
CCC(Oc1ccccc1)C(=O)Nc1nnc(C(F)(F)F)s1 (stereo unspecified),-1.5,-8,23,3,0.5,0.5,-12,-0.6,3
CCOC(=O)C1(CCOc2ccccc2)CCN(Cc2ccc(-n3cccn3)cc2)CC1,0.037,0,-12,-1,-0.4,2.3,-4,2.2,-3
CC(C)Cn1cnc2c1c(=O)n(CC(=O)Nc1ccc3c(c1)OCO3)c(=O)n2Cc1ccccc1,0.00071,1,5,0,0.0,-0.4,-2,0.1,-11
CCOC(=O)c1c(N)c(C#N)cn1-c1ccccc1,-0.87,5,-10,-10[fluorescence artefact?],-0.2,-0.8,-15,-2.6,-15
Cc1ccc(N/C=C2\C(=O)C3(C)CCC2C3(C)C)cc1C (stereo unspecified),0.13,0,-3,3,0.5,31,20,0.4,-30
Cc1ccc(C)c(N(CC(=O)NCCC2=CCCCC2)S(C)(=O)=O)c1,-0.17,-7,12,2,0.5,0.3,-5,-0.6,-6
CCCN=C1CC(C)(C)CC(=O)/C1=C(/O)CCCN1C(=O)c2ccccc2C1=O,0.095,0,-7,1,0.3,1.8,-8,0.2,-4
CCOC(=O)N1CCC(NC(=O)Cn2cc3c(n2)CCC(C)C3)CC1 (stereo unspecified),0.46,-8,1,1,-0.6,1.0,-10,-0.4,-9
O=C(c1ccc(Cl)c([N+](=O)[O-])c1)N1CCN(c2ccccn2)CC1,-0.55,6,7,15,0.9,0.4,6,1.8,-18
COc1ccc(Nc2oc(-c3ccc(Cl)cc3)nc2C#N)cc1,0.12,3,-18,-3,0.6,0.3,-2,-5.1,-6
Cc1cc(C)c(OCC(=O)Nc2nnn(C)n2)c(Br)c1,-0.63,-7,-11,3,0.9,-0.2,0,-1.4,-9
COc1ccc2nc(C)cc(SCC(=O)NNC(=O)COc3cccc4ccccc34)c2c1,-0.31,.,-129,13,-0.3,1.9,4,3.6,-11
O=C(Nc1cccc(-c2cn3cccnc3n2)c1)c1ccc2c(c1)OCO2,0.03,0,-446,2,-1.6,1.0,-13,-1.1,13
O=C(OCc1cc(=O)n2c(n1)sc1ccccc12)c1ccc(O)cc1,-0.33,-5,-24,10,-0.5,1.0,-36,1.4,24
CCn1c(=O)cc(SCC(=O)NCCCN2CCC(C)CC2)c2ccccc21,0.95,.,-10,-4,0.2,1.4,-12,-4.4,-14
Cc1ccc(NCC(=O)N/N=C/c2c[nH]c3ccccc23)cc1,0.24,15,70*,-5,0.6,-0.6,-6,-6.2,-1
Cc1ccc(NC(=O)C(C)N2C(=O)c3ccccc3C2=O)cc1 (stereo unspecified),-0.45,-3,3,-5[fluorescence artefact?],0.6,-0.1,-11,-0.1,-11
CCOC(=O)c1nn(-c2ccc(OC)cc2)c(=O)c2c(N)scc12,1.4,3,-40,5[fluorescence artefact?],1.9,0.1,-14,-3.2,6
COc1ccc([C@H]2[C@H](C(=O)OC(C)(C)C)N3N=Cc4ccccc4C3C23C(=O)c2ccccc2C3=O)c(OC)c1 (stereo partly specified),-3.6,4,-67,-7,-1.2,0.6,-18,-0.6,-17
O=C(NCCn1cccn1)c1ccc(OC2CCN(C(=O)C3CC3)CC2)cc1,.,-6,34,-1,0.2,1.1,-1,0.3,-6
CCOC(=O)/C(C#N)=C\C1=C(N2CCCC2)CC(C)(C)OC1,1,1,-16,2,0.3,-0.1,1,-0.4,-13
CC(C)CN(C(=O)CN1CCN(c2cccc(Cl)c2)CC1)c1c(N)n(CC(C)C)c(=O)[nH]c1=O,-0.057,9,-19,3,-0.4,2.0,-8,0.3,7
Cc1cccc(OCc2nc(-c3ccc(Br)o3)no2)c1,-0.18,25,6,3,1.2,0.9,-2,2.5,-7
COc1ccc(C(=O)N/N=c2\oc3ccccc3cc2C(N)=O)cc1,0.13,-1,8,0,0.2,1.0,-10,-0.6,8
COC(=O)c1ccc(Oc2nc(N(C)C)nc(N3CCOCC3)n2)cc1,-0.54,2,9,10,-0.4,0.1,6,-0.9,-11
Cc1ccc(C(c2nnnn2CCc2ccccc2)N2CCSCC2)cc1 (stereo unspecified),-3.5,.,1,5,0.4,-0.2,-4,-3.5,-10
Cc1c(Cc2ccccc2)c(NCCN(C)C)n2c(nc3ccccc32)c1C#N,-0.099,14,-122,-2,-1.7,-1.2,-16,1.2,-7
O=C(Nc1cccc(CCc2ccccn2)c1)c1cc(F)c(F)cc1Cl,-1.5,.,17,6[fluorescence artefact?],-0.9,1.0,-9,3.0,-11
CC(=O)C1=NOC(CNc2ncc(C(F)(F)F)cc2Cl)C1 (stereo unspecified),0.017,1,12,4,-1.3,-0.8,-13,0.2,12
CC1(N2CCOCC2)CC2(O)C(=[N+]1[O-])CCc1c2no[n+]1[O-] (stereo unspecified),0.88,5,2,4,0.8,1.0,-24,-2.8,-15
CCN1C(=O)/C(=C/c2nc3ccccc3c(=O)n2-c2ccc(C)cc2)c2ccccc21,0.27,-1,-25,-1,-0.2,3.3,-5,-8.9,-2
CCC(C)c1ccc(OCCn2cc(/C=N/NC(=O)CSc3nnc(C)s3)c3ccccc32)cc1 (stereo unspecified),-0.4,2,-34,-7,-0.8,0.4,-27,0.0,-26
Nn1c(SCC(=O)N2CCCCCC2)nnc1-c1ccncc1,.,1,4,-4[fluorescence artefact?],0.7,0.2,-28,1.0,-10
CCCCC(=O)Nc1ccc(C(=O)NCCc2ccc(S(N)(=O)=O)cc2)cc1,0.55,-4,13,-2,0.5,-0.3,-7,1.3,-4
COc1ccc(NC(=O)CN2C(=O)C(c3ccccc3)=NC23CCCCCC3)cc1OC,0.014,-7,-21,3,-0.3,1.5,-2,2.0,-8
CCNC(=O)CCSc1nc(C)cc(C)n1,0.64,3,-4,-1,0.1,1.1,-9,0.4,-2
O=C(Nc1nnc(SCc2ccc(F)cc2)s1)C1Cc2ccccc2CN1C(=O)c1ccco1 (stereo unspecified),-3.3*,-5,-186,-9,0.3,0.4,-22,-3.2,-23
O=C(O)c1ccc(OCCn2ccnc2)cc1,.,7,12,2,1.9,1.3,-13,-0.2,-7
O=c1c(Cl)c(O)c2cccc3c4ccccc4n1c23,-1.8,.,-429,9,0.5,.,-11,3.5,16
Cc1ccn2cc(-c3ccc(Br)cc3)nc2c1,0.19,1,-2,6,0.8,12,-69,-5.8,-8
CC(C)c1onc(C(=O)Nc2cccc(Cl)c2)c1[N+](=O)[O-],0.028,8,84*,7,1.4,1.2,-11,-0.2,-2
COC(=O)Cc1c(C)nc2nc(-c3cccnc3)[nH]n2c1=O,.,-4,6,-3[fluorescence artefact?],0.8,1.2,-21,1.0,-12
O=C(CSc1nc2ccccc2[nH]1)NCc1ccc2c(c1)OCO2,-0.18,-10,-20,-4,0.8,0.6,-19,1.3,0
CCCCNc1c(N)n(CCCC)c(=O)[nH]c1=O,0.75,2,-10,3,0.2,1.3,-2,2.4,38
CCn1c(SCc2ccc(Cl)cc2Cl)nc2nc3c(cc2c1=O)CCCC3,.,-10,5,-6,0.9,-0.4,-26,-4.5,7
COc1ccc(CCN2C(=O)C3C4C=CC(C3C2=O)C2C(=O)N(CCc3ccc(OC)c(OC)c3)C(=O)C42)cc1OC (stereo unspecified),.,10,-45,-1[fluorescence artefact?],-2.6,1.0,-26,-8.0,-11
CC(C(=O)O)n1cc(Cl)cn1 (stereo unspecified),-0.17,-5,17,1,-0.6,-0.5,-8,-0.5,-5
Cc1ccc(C(=O)N/N=C\C=C\c2ccccc2[N+](=O)[O-])cn1,.,-7,37,3,0.1,-0.3,-14,-0.8,-9
O=C(O)CCCCCNc1nc(=S)[nH]c2ccccc12,-0.041,-11,12,-9[fluorescence artefact?],0.5,-0.1,-14,-0.7,-8
CCN(CC(=O)Nc1ccc(C(=O)OC)cc1)Cc1ccccc1,-1.4,11,-7,3,0.9,0.4,-14,0.5,1

# Filtered by structure: the compounds so far containing an aryl thioether with sulfur outside any ring
SMILES,KCC2 mod,Rad51 HR inh,m-calpain inh,eIF4E-4G inh,PERK inhibitor,L929 necroptosis,MDM2 E3 inh,TNF death inh,EBV gp42 inh
COc1ccc2nc(C)cc(SCC(=O)NNC(=O)COc3cccc4ccccc34)c2c1,-0.31,.,-129,13,-0.3,1.9,4,3.6,-11
CCn1c(=O)cc(SCC(=O)NCCCN2CCC(C)CC2)c2ccccc21,0.95,.,-10,-4,0.2,1.4,-12,-4.4,-14
CCC(C)c1ccc(OCCn2cc(/C=N/NC(=O)CSc3nnc(C)s3)c3ccccc32)cc1 (stereo unspecified),-0.4,2,-34,-7,-0.8,0.4,-27,0.0,-26
Nn1c(SCC(=O)N2CCCCCC2)nnc1-c1ccncc1,.,1,4,-4[fluorescence artefact?],0.7,0.2,-28,1.0,-10
CCNC(=O)CCSc1nc(C)cc(C)n1,0.64,3,-4,-1,0.1,1.1,-9,0.4,-2
O=C(Nc1nnc(SCc2ccc(F)cc2)s1)C1Cc2ccccc2CN1C(=O)c1ccco1 (stereo unspecified),-3.3*,-5,-186,-9,0.3,0.4,-22,-3.2,-23
O=C(CSc1nc2ccccc2[nH]1)NCc1ccc2c(c1)OCO2,-0.18,-10,-20,-4,0.8,0.6,-19,1.3,0
CCn1c(SCc2ccc(Cl)cc2Cl)nc2nc3c(cc2c1=O)CCCC3,.,-10,5,-6,0.9,-0.4,-26,-4.5,7

# Entries of single compounds from above.
# Results for `O=C(O)c1ccc(OCCn2ccnc2)cc1` → KCC2 mod: .; Rad51 HR inh: 7; m-calpain inh: 12; eIF4E-4G inh: 2; PERK inhibitor: 1.9; L929 necroptosis: 1.3; MDM2 E3 inh: -13; TNF death inh: -0.2; EBV gp42 inh: -7
# Results for `Cc1ccc(C(=O)N/N=C\C=C\c2ccccc2[N+](=O)[O-])cn1` → KCC2 mod: .; Rad51 HR inh: -7; m-calpain inh: 37; eIF4E-4G inh: 3; PERK inhibitor: 0.1; L929 necroptosis: -0.3; MDM2 E3 inh: -14; TNF death inh: -0.8; EBV gp42 inh: -9
